Screening results from PubChem.
DT40 TDP1 no CPT – qHTS for Inhibitors of human tyrosyl-DNA phosphodiesterase 1 (TDP1): qHTS in cells in absence of CPT; DT40 Tdp1-/- hTDP1 cells, no CPT, ATP luminescence, 48 h; Potency, µM (titrated, usually from 46.2 µM), without a hit: at the highest dose activity change, negative = growth inhibition, usual class: inhibitors; actives 15% (n = 420,000); AID 686978, 2013; further: nearly all actives have a fitted effect of over 55% in size
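Seeded 400 DT40-hTDP1 cells/well (vehicle DMSO, no 20 nM CPT); pinned compounds; ≥48 hr at 37 °C; CellTiter-Glo luminescence as viability measure.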
TDP1 cell CPT – qHTS for Inhibitors of human tyrosyl-DNA phosphodiesterase 1 (TDP1): qHTS in cells in presence of CPT | chicken DT40 Tdp1-/-;hTDP1 cells + 20 nM CPT, ATP luminescence, 48 h | Potency, µM (series often up to 46.2 µM), for the others: at the top dose activity change, negative = growth inhibition, most hits filed as inhibitors | actives 12% (n = 420,000) | AID 686979, 2013; further: nearly all actives have a fitted effect of over 55% in size
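Chicken DT40 Tdp1-/- cells stably complemented with human TDP1 were seeded at 400 cells/well in medium containing 20 nM camptothecin, exposed to pin-transferred compounds, and grown at 37 °C for at least 48 hr. Viability was read as ATP luminescence.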
GCN5L2 inh – qHTS Assay for Inhibitors of GCN5L2 | Histone acetyltransferase KAT2A (Homo sapiens), Q92830 | GCN5L2 HAT assay, ThioGlo1 CoA-SH fluorescence | Potency, µM (titrated, usually from 58.9 µM), for inactives: at the top dose activity change, negative = inhibition, hits mostly inhibitors | actives 0.21% (n = 390,000) | AID 504327, 2011
Target sequence (Q92830 whole entry, looked up): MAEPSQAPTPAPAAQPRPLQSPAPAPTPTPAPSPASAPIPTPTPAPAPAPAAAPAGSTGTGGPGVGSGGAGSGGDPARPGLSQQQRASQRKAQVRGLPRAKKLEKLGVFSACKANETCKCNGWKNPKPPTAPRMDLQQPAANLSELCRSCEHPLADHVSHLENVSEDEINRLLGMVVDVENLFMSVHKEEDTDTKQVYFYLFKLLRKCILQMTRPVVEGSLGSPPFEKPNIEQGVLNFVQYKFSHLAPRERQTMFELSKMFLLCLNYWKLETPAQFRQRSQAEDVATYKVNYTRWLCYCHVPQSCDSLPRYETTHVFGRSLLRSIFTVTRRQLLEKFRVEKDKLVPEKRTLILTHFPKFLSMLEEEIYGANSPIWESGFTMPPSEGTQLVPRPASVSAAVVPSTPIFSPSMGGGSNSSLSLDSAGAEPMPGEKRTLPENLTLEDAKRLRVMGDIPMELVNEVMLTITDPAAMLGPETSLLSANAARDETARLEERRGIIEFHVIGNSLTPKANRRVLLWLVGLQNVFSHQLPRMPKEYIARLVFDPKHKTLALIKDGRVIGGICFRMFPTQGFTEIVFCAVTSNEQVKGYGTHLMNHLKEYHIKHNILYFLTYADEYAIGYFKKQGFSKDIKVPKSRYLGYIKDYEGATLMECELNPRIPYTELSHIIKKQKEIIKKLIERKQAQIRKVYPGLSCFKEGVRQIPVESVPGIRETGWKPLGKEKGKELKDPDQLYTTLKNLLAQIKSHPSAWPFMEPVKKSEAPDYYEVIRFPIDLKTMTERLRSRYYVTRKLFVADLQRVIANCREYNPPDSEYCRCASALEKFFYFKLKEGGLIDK
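ThioGlo1-coupled HAT assay: 20nM GCN5L2, 70uM acetyl-CoA, 75uM H3(1-25) peptide, pH 7.5. Fluorescence read at 340/540nm at start and after 20 min at room temperature.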
* hit, by the source's call; ? = inconclusive; nt = not tested or not shown; [ ] = dose if it differs, or a comment. The call rests on the fitted dose curve; in most records, active means well fitted curve in the direction sought with a large enough effect; inconclusive means small, poorly fitted or top-dose-only effect, or another doubt; inactive means no such curve, though single readings can be large; an effect the other way counts as inactive or inconclusive. On the % scale 0 is the no-effect control and ±100 the full control effect; potency means the concentration at half of the fitted maximal effect.

SMILES	DT40 TDP1 no CPT	TDP1 cell CPT	GCN5L2 inh
N#CC(NC(=O)OCc1ccccc1)c1ccccc1 (stereo not given)	0%	-27%	-10%
COC(=O)C1=CN(C2CC2)C=C(C(=O)OC)C1c1ccc(C(F)(F)F)cc1	?	-14%	-20%
O=C(O)C1CCC(c2ccc(-c3ccccc3)cc2)CC1 (stereo not given)	16%	0%	0%
CCCC/C=C/C(NC(=O)c1ccc(C(=O)OC)cc1)c1ccccc1 (stereo not given)	?	?	nt
Cc1cc(C)c(C)c(S(=O)(=O)N2CCN(C(=O)c3ccco3)CC2)c1C	-20%	11%	nt
CCN(CC)S(=O)(=O)c1ccc(NC(=O)C2CCCO2)cc1 (stereo not given)	-8%	4%	-5%
COc1ccccc1CCC(=O)OCc1csc(CC(=O)Nc2ccccc2C)n1	22%	14%	-20%
COc1ccc(CNc2nc(-c3cccc(C#N)c3)nc3ccccc23)c(OC)c1	?	?	-1%
O=C(c1ccco1)N1CCN(Cc2nnnn2CCc2ccccc2)CC1	-15%	0%	-1%
O=[N+]([O-])c1ccc(S(=O)(=O)N(CCCN2CCOCC2)Cc2cccs2)cc1	-15%	-17%	-9%
CN(C)S(=O)(=O)c1ccc(NC(=O)c2ccc(Br)o2)cc1	-10%	-13%	-8%[0.501 µM]
COC(=O)c1ccc(NC(=O)CCN2CCN(CCC(=O)Nc3ccc(C(=O)OC)cc3)CC2)cc1	?	-17%	-1%
COC(=O)C1=C(C)NC(=O)NC1c1ccc(OCC(=O)N2CCCCC2)cc1 (stereo not given)	-15%	-11%	-21%
CC(C)Cc1cc(C(=O)NCCc2ccccc2)no1	-11%	-26%	-5%
Nc1[nH]c(=O)[nH]c(=O)c1N=Nc1ccccc1Cl	-7%	0%	-9%
N#CC1=C(N)n2c(s/c(=C\c3ccco3)c2=O)=C(C#N)C1c1ccco1 (stereo not given)	?	?	-18%
CCc1cccc(C)c1NC(=O)CN1CCN(Cc2ccccc2Cl)S1(=O)=O	26µM*	?	-3%
Cc1cc(C)nc(NC(=O)c2cccc(Br)c2)n1	?	26%	-5%
CCOC(=O)Cc1csc(SCC(=O)NC(C)C23CC4CC(CC(C4)C2)C3)n1 (stereo not given)	?	?	2%
CC(C)N(Cc1nccn1C)C(=O)c1ccc2oc(Cc3ccccc3)nc2c1	?	21µM*	-3%

A few values from above.
N#CC1=C(N)n2c(s/c(=C\c3ccco3)c2=O)=C(C#N)C1c1ccco1 (stereo not given) – GCN5L2 inh: -18%
Cc1cc(C)c(C)c(S(=O)(=O)N2CCN(C(=O)c3ccco3)CC2)c1C – TDP1 cell CPT: 11%

More compounds follow.
SMILES	DT40 TDP1 no CPT	TDP1 cell CPT	GCN5L2 inh
Cc1ccccc1N1CCN(CCCN2C(=O)C3CCCCN3C2=O)CC1 (stereo not given)	-20%	-25%	23%
CCOC(=O)c1cc2n(c1/N=C/N(C)C)-c1ccccc1C2=O	-13%	?	-20%
Cc1nc(C(=O)N(C)C)nn1-c1cc(Cl)cc(Cl)c1	0%	-4%	3%
O=C(Nc1c2c(nn1-c1ccc(F)cc1)CS(=O)(=O)C2)C1CCCC1	1%	5%	-6%
CC1(C)S[C@@H]2[C@H](NC(=O)[C@@H](NC(=O)N3CCNC3=O)c3ccccc3)C(=O)N2[C@H]1C(=O)O	-11%[21.1 µM]	-9%[21.1 µM]	0%[21.4 µM]
CC(=O)C1C(c2cn(-c3ccccc3)nc2-c2cccs2)NC(=O)NC1(O)C(F)(F)F (stereo not given)	-4%	-28%	-20%
C#CCNCCS(=O)(=O)N(Cc1ccc(Br)cc1)[C@@H](CC(C)C)C(=O)O	-23%	-4%	-11%
COc1cc(NC(=O)c2ccccc2)c(OC)cc1NC(=O)Cc1ccc(F)cc1	21µM*	-1%	-4%
CC(=O)Nc1cccc(NC(=O)C(=O)c2cn(CC(=O)N3CCCCC3)c3ccccc23)c1	?	23µM*	-12%
Cc1cc(S(=O)(=O)N2CCN(C(=O)c3ccco3)CC2)ccc1F	1%	2%	-2%
COc1ccccc1CNc1cc(-c2ccccc2C(F)(F)F)ncn1	1.5µM*	1.3µM*	1%
CCOCCCNC(=O)c1cc2c(=O)n3cccc(C)c3nc2n1C	0.82µM*	0.58µM*	-3%
Cc1ccc(C(=O)NCC(=O)N2CCN(c3ncccn3)CC2)s1	-25%	-13%	-7%
Cc1ccc(NC(=O)CC2Nc3cccc4cccc(c34)NC2=O)cc1 (stereo not given)	6.5µM*	?	0%
COc1cccc(C2CN(c3ccc(F)cc3F)N=C2c2cccs2)c1OC (stereo not given)	?	16µM*	-12%
CC(C)C[C@H]1CNC(=O)C(=O)N1C[C@H]1CCCN1C[C@H](CC(C)C)N1C[C@H](CC(C)C)N(CCc2ccccc2)C(=O)C1=O	?	?	nt
Cc1ccc2cc3cc(C(=O)NCCCN4CCc5ccccc5C4)oc3nc2c1	?	?	-28%
CCn1ccnc1CN(C)Cc1cn(C)nc1-c1ccccc1F	0%	29%	-1%
CC/C(=N\NC(N)=O)c1ccc(OC(F)F)cc1	-12%	-1%	-1%
COc1ccc(Cl)cc1C1=NOC2(CCC2)C(=O)N1Cc1ccc(NC(C)=O)cc1	?	?	nt
Cc1cccnc1NC(=S)NC(=O)c1oc2ccccc2c1C	-22%	-3%	-8%
O=S(=O)(Cc1ccccc1)N1CCN(C2Cc3ccccc3C2)CC1	-30%	?	-9%
COc1ccc(CN2CCNC(=O)C2CC(=O)NCC2CCOCC2)cc1C (stereo not given)	9%	-26%	-8%
Cc1[nH]c2ccccc2c1/C=N/Nc1nc2ccccc2[nH]1	?	?	-2%
COc1cc([N+](=O)[O-])cc(/C=N/NC(=O)c2ccc(NC(=O)c3ccc(C)cc3)cc2)c1O	4.1µM*	2.9µM*	0%
CNC(=O)c1ccc(NC(=O)c2ccccc2OCc2c(C)noc2C)cc1	-28%	?	nt
COc1cccc(NC(=O)C2CCCN2C(=O)Nc2ccccc2F)c1 (stereo not given)	-15%	16%	-11%
CC(C)CCNC(=O)c1cccc(Nc2nc3ccccc3n3nnnc23)c1	18µM*	21µM*	3%
COc1ccc(/C=C/C(=O)Oc2ccc(C)cc2)cc1	0%	-3%	1%
COc1cc(OC)nc(/N=C/N(C)C)n1	-3%	-1%	4%
CC(Oc1ccc(Cl)cc1Cl)C(=O)NNC(=O)c1cccnc1 (stereo not given)	15%	-14%	-18%
Cc1nc(Cl)sc1C(=O)Nc1ccc(C(F)(F)F)cc1	-8%	-21%	-10%
O=[N+]([O-])c1ccccc1S(=O)(=O)NC1CC2CCC1C2 (stereo not given)	-9%	-6%	-1%
Cc1ccc(-n2c(SCC(=O)N3CCCc4ccccc43)nnc2-c2cccnc2)c(C)c1	23µM*	?	-2%
Cc1ccc(NC(=S)N2CCC(NC(=O)c3cccc(F)c3)CC2)cc1	-18%	10%	1%
CC1CC1c1ccc(/C=C(\C#N)C(=O)Nc2ccc(Cl)cc2)o1 (stereo not given)	16µM*	?	-8%
COc1ccccc1N(CC(=O)N1CCOCC1)S(C)(=O)=O	14%	1%	3%
CCCCn1c(N)c(N(CC(C)C)C(=O)CN2C(=O)c3ccccc3C2=O)c(=O)[nH]c1=O	-13%	?	1%
CCOCCCn1c(SCC(=O)Nc2ccccc2CC)nc2ccccc2c1=O	16µM*	16µM*	-5%
COC(=O)c1c(C)sc(-c2c(-c3ccc(F)cc3)[nH]c3[nH]c(=O)[nH]c(=O)c23)c1O	-12%	-1%	-5%
Cn1cccc1C(=O)c1ccc(Cl)cc1Cl	-20%	5%	-1%
COC(=O)c1ccccc1NC(=O)c1ccc(COc2cccc3ccccc23)o1	?	?	-15%
CN(C)Cc1ccccc1-c1nc(NC2CC2)c2ccccc2n1	?	?	-7%
CS(=O)(=O)c1ccc(C(=O)OC2CCOC2=O)cc1[N+](=O)[O-] (stereo not given)	?	?	1%
CCN1C(=O)/C(=C\c2cn(-c3ccccc3)nc2-c2cccnc2)SC1=S	?	15µM*	-11%
O=S(=O)(Nc1cccc(Cl)c1)c1ccc(-n2cccn2)cc1	?	-29%	-1%
O=C(Nc1ccccc1C(=O)N1CCCC1)c1cccc(S(=O)(=O)N2CCCCC2)c1	?	-23%	nt
Cc1ccc(NC(=O)CCl)cc1S(=O)(=O)N1CCCCCC1	2.6µM*	2.1µM*	0%
COc1ccc(NC(=S)NC(=O)c2cncc(Br)c2)cc1	?	8%	nt
COc1ccc2c(c1OC)C(=O)N1N=C(c3ccc(O)cc3)CC21 (stereo not given)	?	?	-23%
CCc1ccc(CN2CCC(n3nccc3NC(=O)c3ccccc3Cl)CC2)cc1	?	23µM*	-22%
COc1cccc(/C=N/NC(=O)CNC(=O)c2ccco2)c1O	8.2µM*	6.5µM*	-11%
CCOC(=O)N1CCN(C(=O)CN(c2ccccc2)S(C)(=O)=O)CC1	-5%	10%	0%
COc1ccc(C(=O)c2ccc(C)cc2)c(OC)c1OC	18µM*	23µM*	nt
Cc1c(NC(=O)c2cc(=O)c3ccccc3o2)c(=O)n(-c2ccccc2)n1C	1%	7%	-2%
Cc1c(C(=O)N2CCC[C@H]2CO)oc2c(F)cccc12	-5%	-25%	-6%
O=[N+]([O-])c1cccc2c(S(=O)(=O)N3CCCCC3)cccc12	?	-20%	-13%
Nc1c(NC=O)c(=O)n(Cc2ccccc2)c(=O)n1Cc1ccccc1	7%	-2%	nt
COc1cccc(-c2ccc3c(c2)C2CC3CCN2C(=O)c2ccc(Cl)cc2)c1 (stereo not given)	?	?	nt
CCOc1ccc(C(C)=O)cc1COc1ccc(-c2nnco2)cc1	-9%	-9%	-1%

The listing continues.
SMILES	DT40 TDP1 no CPT	TDP1 cell CPT	GCN5L2 inh
O=C(CSc1nnc(C2CC2)n1C1CC1)c1ccc(Br)s1	3%	4%	-3%
N/C(=N\S(=O)(=O)c1cc(C(F)(F)F)cc(C(F)(F)F)c1)c1ccccc1	?	?	-10%
O=C(N/N=C/c1cn(-c2ccccc2)nc1-c1cccs1)c1ccccc1F	-120%	16µM*	-6%
CC1Cc2ccccc2N1C(=O)CN1CCCCC1 (stereo not given)	0%	-14%	-2%
Cn1c(CN2CCOCC2)nnc1SCC(=O)Nc1ccc2c(c1)OCCO2	-10%	0%	-1%
CCN(Cc1ccccc1)C(=O)c1ccc(SC)cc1OC	-15%	-29%	25%
Nc1[nH]c(C(=O)c2ccccc2)c(-c2ccncc2)c1C(=O)NC1CC1	-16%	-13%	nt
C=CCn1c(SC(C)C(=O)NCC2CCCO2)nnc1-c1ccc(OC)cc1 (stereo not given)	-9%	12%	-1%
COc1ccc(C(=O)/C=C/c2ccc(F)cc2)c(OC(=O)c2ccc([N+](=O)[O-])cc2)c1	21µM*	?	-3%

Reformatted as comma-separated lines: part of the list above.
smiles,DT40 TDP1 no CPT,TDP1 cell CPT,GCN5L2 inh
COc1ccc(NC(=S)NC(=O)c2cncc(Br)c2)cc1,?,8%,nt
COc1ccc2c(c1OC)C(=O)N1N=C(c3ccc(O)cc3)CC21 (stereo not given),?,?,-23%
CCc1ccc(CN2CCC(n3nccc3NC(=O)c3ccccc3Cl)CC2)cc1,?,23µM*,-22%
COc1cccc(/C=N/NC(=O)CNC(=O)c2ccco2)c1O,8.2µM*,6.5µM*,-11%
CCOC(=O)N1CCN(C(=O)CN(c2ccccc2)S(C)(=O)=O)CC1,-5%,10%,0%
COc1ccc(C(=O)c2ccc(C)cc2)c(OC)c1OC,18µM*,23µM*,nt
Cc1c(NC(=O)c2cc(=O)c3ccccc3o2)c(=O)n(-c2ccccc2)n1C,1%,7%,-2%
Cc1c(C(=O)N2CCC[C@H]2CO)oc2c(F)cccc12,-5%,-25%,-6%
O=[N+]([O-])c1cccc2c(S(=O)(=O)N3CCCCC3)cccc12,?,-20%,-13%
Nc1c(NC=O)c(=O)n(Cc2ccccc2)c(=O)n1Cc1ccccc1,7%,-2%,nt
COc1cccc(-c2ccc3c(c2)C2CC3CCN2C(=O)c2ccc(Cl)cc2)c1 (stereo not given),?,?,nt
CCOc1ccc(C(C)=O)cc1COc1ccc(-c2nnco2)cc1,-9%,-9%,-1%
O=C(CSc1nnc(C2CC2)n1C1CC1)c1ccc(Br)s1,3%,4%,-3%
N/C(=N\S(=O)(=O)c1cc(C(F)(F)F)cc(C(F)(F)F)c1)c1ccccc1,?,?,-10%
O=C(N/N=C/c1cn(-c2ccccc2)nc1-c1cccs1)c1ccccc1F,-120%,16µM*,-6%
CC1Cc2ccccc2N1C(=O)CN1CCCCC1 (stereo not given),0%,-14%,-2%
Cn1c(CN2CCOCC2)nnc1SCC(=O)Nc1ccc2c(c1)OCCO2,-10%,0%,-1%
CCN(Cc1ccccc1)C(=O)c1ccc(SC)cc1OC,-15%,-29%,25%
